Bioassay records (PubChem)
IkB sig inh = suppresses IkB signaling in ABC-DLBCL reporter cells; AID 445; 0.04% of 110,000 active; Potency, µM (series often up to 57.1 µM), for inactives: at the highest dose IkBa stabilization activation; ABC-DLBCL IkBa-CBG/CBR dual luciferase ratio, 4 h; response scale: scaled: untreated 0%, proteasome inhibitor 100%; active = well fitted curve in the direction sought with a large enough effect in the signal ratio, not every such curve was filed as active; inconclusive = small, poorly fitted or top-dose-only effect, or a change in a side signal; the % refers to the signal ratio;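 also: the direction sought is a rising ratio; 0% = basal untreated cells and 100% = reference inhibitor full response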
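Luminescence ratio of IκBα-fused green versus native red beetle luciferase in OCI-Ly3 cells, 4 h post-doxycycline with compound; red signal alone, scaled from basal (0%) to zero light (-100%), flagged nonspecific or cytotoxic effects.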
p53ts 39C kill = kills p53ts cells at the nonpermissive temperature | H1299-p53A138V viability at 39C, ATP luminescence, 24 h | Potency, µM (doses to about 46.1 µM), without a hit: at the top dose activity change, negative = cell killing, usual class: cytotoxic | 1.5% of 130,000 active | AID 902; also: nearly all actives have a fitted effect of over 55% in size
Peg3 imprint = induces erasure of genomic imprints in mouse ES cells; 0.02% of 110,000 active; Potency, µM (highest dose often 60.7 µM), for inactives: top-dose activity change, positive = activation, hits mostly activators; AID 1948; mouse ES Peg3-LacZ reporter, beta-gal luminescence, 40 h;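 also: 0% = negative control wells on the plate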
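Each well holds 300 Peg3LacZ-Neo (maternal) female ES cells incubated 40 h at 37C, 5% CO2. LacZ is measured by BetaGlo luminescence, with AC50 and maximum efficacy derived from dose-response curves.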
p53ts 32C kill = p53ts cell cytotoxicity, permissive temperature. Potency, µM (doses to about 46.1 µM), inactives show top-dose activity change, negative = cytotoxicity, hits mostly cytotoxic. 0.93% of 130,000 active. AID 924. H1299-p53A138V at 32C, ATP luminescence viability, 24 h;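 also: 0% = DMSO and -100% = full killing by reference compound; nearly all actives have a fitted effect of over 55% in size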
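Viability by ATPlite luminescence after 24 h compound treatment (up to 46 uM) at the permissive 32C. Cells are H1299 carrying p53 A138V. Scale runs from DMSO basal to 100 uM tamoxifen as full kill; AC50 from Hill fits.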
Numbers without * were called inactive; ? = inconclusive; / = not tested or not shown; & = joins results of further samples; [ ] = dose if it differs, or a comment. Unless noted, calls follow the shape of the dose curve; as a rule, active = well fitted curve in the direction sought with a large enough effect; inconclusive = small, poorly fitted or top-dose-only effect, or another doubt; inactive = no such curve, though single readings can be large; an effect the other way counts as inactive or inconclusive. Unless noted, % is scaled to controls: 0 for no effect and ±100 for the full control effect; potency is read from the fitted curve at half-maximal effect. The order is random; overall some 1.8% were active at least once.

SMILES | IkB sig inh | p53ts 39C kill | Peg3 imprint | p53ts 32C kill
CCC[C@H]1C[C@H](C(=O)N[C@H]([C@@H]2O[C@H](SC)[C@@H](O)[C@H](O)[C@@H]2O)[C@H](C)O)N(C)C1 | -1.1%[25.6 µM] | 4%[20.6 µM] | -9%[16.8 µM] | -4%[20.6 µM]
Cc1ccc(C2=NC(c3ccccc3)=Nc3ccc(Cl)cc3N2)cc1 | -2.4% | ? | -6%[10.9 µM] | -5%
NC(=O)CSc1nnc(COc2ccccc2)n1C1CCCCC1 | -0.3% | 9% | -6% | 3%
O=C(NCc1cccnc1)C1CCCCN1S(=O)(=O)c1ccc(F)cc1 (configuration not stated) | -0.3% | 4% | -14% | -1%
CCN(CC)C(=O)C1=C(C)Nc2nnnn2C1c1cccnc1 (configuration not stated) | -3.5% | -4% | 0% | -4%
Cc1ccc(CNC(=O)c2ccc3nc(N4CCCCC4)sc3c2)cc1 | 0.6% | 2% | -8%[10.9 µM] | 5%
Cc1ccc2c(=O)c(C(=O)c3ccc(Cl)cc3)cn(CC(=O)Nc3ccc4c(c3)OCCO4)c2n1 | -2.2% | 1% | 6%[10.9 µM] | -4%
O=C(Cn1cc(SCc2ccc(F)cc2)c2ccccc21)N1CCCC1 | ? | -26% | -17%[10.9 µM] | 1%
Cn1c(=O)oc2cc(S(=O)(=O)NC3CCCCCCC3)ccc21 | 0.9% | -16% | -13% | 17%
Cc1cccc(NC(=O)C23CCC(C)(/C(=N/O)C2)C3(C)C)c1 (configuration not stated) | -0.5% | 0% | -6% | 0%
O=C(CCSCc1ccccc1Cl)NCc1ccc(F)cc1Cl | 2.2% | ? | -12%[10.9 µM] | 10%
NC(N)=NC(N)=Nc1ccc(S(=O)(=O)O)cc1 | -0.5%[11.4 µM] | 3%[9.22 µM] | -10%[10.9 µM] | 0%[9.22 µM]
COC(=O)C1CN(S(=O)(=O)c2ccc(C)cc2)CCN1S(=O)(=O)c1ccc(C)cc1 (configuration not stated) | 1.0% | -12% | -17% | -9%
CCCCn1c(CN2CCN(C(=O)OCC)CC2)nc2c1c(=O)[nH]c(=O)n2C | -1.5% | 2% | -4% | 1%
Cc1ccc(-n2ncc3c(N4CCCCCC4)ncnc32)cc1Cl | ? | ? | -19%[10.9 µM] | ?
COC1CCCCC1NS(=O)(=O)c1ccccc1 (configuration not stated) | 0.8% | 3% | -16% | 0%
c1ccc(Cc2nnc3sc(-c4ccc5c(c4)OCCO5)nn23)cc1 | ? | -13% | -24% | -4%
Cn1c(=O)n(CC(=O)OCc2ccccc2)c(=O)c2c1nc1n2CCCN1C1CCCCC1 | 0.4% | 7% | -5% | 8%
Cc1ccc(C)c(NC(=O)CS(=O)(=O)c2cn(C)c3ccccc23)c1 | 0.3% | -11% | -7% | 2%
COc1cccc(-n2c(=O)c3cc(OC)c(OC)cc3n(CC(=O)Nc3ccccc3)c2=O)c1 | 3.6% | 1% | -6%[10.9 µM] | 22%

A different layout for part of the listing above.
Compound	IkB sig inh	p53ts 39C kill	Peg3 imprint	p53ts 32C kill
COC(=O)C1CN(S(=O)(=O)c2ccc(C)cc2)CCN1S(=O)(=O)c1ccc(C)cc1 (configuration not stated)	1.0%	-12%	-17%	-9%
CCCCn1c(CN2CCN(C(=O)OCC)CC2)nc2c1c(=O)[nH]c(=O)n2C	-1.5%	2%	-4%	1%

(cont.)
SMILES | IkB sig inh | p53ts 39C kill | Peg3 imprint | p53ts 32C kill
CCCCn1c(CN2CCN(c3cccc(Cl)c3)CC2)nc2c1c(=O)[nH]c(=O)n2C | 4.4% | -20% | -13% | -5%
COc1ccc(C(CCN(Cc2ccc(OC)c(OC)c2)C(=O)CCl)c2ccccc2)cc1 (configuration not stated) | / | 4µM* | / | 5µM*
CC1(C)Cc2ccccc2-c2nnc(-c3cccc(O)c3)n21 | 0.3% | 11% | -10% | 12%
O=C(Cn1ncc2c3ccccc3n(Cc3ccccc3F)c2c1=O)NCc1ccccc1Cl | 1.3% | ? | -11%[10.9 µM] | -5%
Cc1ccccc1NC(=O)CC1SCCNC1=O (configuration not stated) | 0.0% | 5% | 9% | -7%
COc1ccc(S(=O)(=O)N(CCCN2CCOCC2)Cc2ccc(OC)c(OC)c2)cc1 | 0.7% | -2% | -4% | 2%
Cc1ccccc1Cn1nnc2c(=O)[nH]c(C3CCN(C(=O)c4ccc(F)cc4)CC3)nc21 | -1.8% | 6% | -10%[10.9 µM] | 11%
OCC(O)C(O)C(O)CO (configuration not stated) | / | -6%&-17% | 3%&-12% | 0%&-19%
O=C(c1ccccc1F)N1c2ncnn2C2(CCCCC2)[C@@H]2CCCC[C@@H]21 | -3.0% | -6% | 13%[10.9 µM] | -6%
CC(C)n1c(=N)c(C(=O)NC2CCCCC2)cc2c(=O)n3ccccc3nc21 | 1.1% | 17% | -7%[10.9 µM] | -1%
Cc1ccc(NC(=O)C2CCN(S(=O)(=O)c3c(C)noc3C)CC2)cc1C | 11% | 0% | 13%[10.9 µM] | 13%
CCCc1cc(=O)[nH]c(SCC(=O)N2CCN(c3ccc(F)cc3)CC2)n1 | ? | 4% | -9% | -1%
Cc1cc2n(n1)C(c1ccccc1)Nc1ccccc1-2 (configuration not stated) | -1.8% | -7% | -8% | 1%
Cc1ccc(C(C)C)c(OCC(=O)Nc2ccc(-c3nc4ncccc4o3)cc2C)c1 | 1.7% | -11% | 2%[10.9 µM] | -2%
CC(C)OC(=O)C[C@H](NC(=O)OC(C)(C)C)c1ccccc1 | / | 5%[9.22 µM] | / | 5%[9.22 µM]
COc1ccc(NC(=O)c2oc3ccc(S(=O)(=O)N4CCC5(CC4)OCCO5)cc3c2C)cc1 | ? | 5% | -17% | -9%
Fc1ccc(CNc2nc(-c3ccccc3)cc(C(F)(F)F)n2)cc1 | 7.2% | ? | -3%[10.9 µM] | -6%
CC1(C)CC(=O)c2cnn(-c3nc4ccccc4[nH]3)c2C1 | 2.9% | -3% | -5% | 8%
CCC(C(=O)O)c1ccccc1 (configuration not stated) | / | 0% | -13% | -12%
O=C(CNC(=O)c1ccc(F)cc1)N/N=C/c1ccc(O)c([N+](=O)[O-])c1 | / | 8% | / | 37%[activator]

2 entries from above, with each value named:
> COc1ccc(NC(=O)c2oc3ccc(S(=O)(=O)N4CCC5(CC4)OCCO5)cc3c2C)cc1
  IkB sig inh = ?
  p53ts 39C kill = 5%
  Peg3 imprint = -17%
  p53ts 32C kill = -9%

> Fc1ccc(CNc2nc(-c3ccccc3)cc(C(F)(F)F)n2)cc1
  IkB sig inh = 7.2%
  p53ts 39C kill = ?
  Peg3 imprint = -3%[10.9 µM]
  p53ts 32C kill = -6%

(listing goes on)
SMILES | IkB sig inh | p53ts 39C kill | Peg3 imprint | p53ts 32C kill
CN(CC(=O)NCCC1=CCCCC1)S(=O)(=O)c1ccc2c(c1)CCC(=O)N2 | 1.2% | 3% | -15% | 13%
CCOC(=O)c1c(C)[nH]c(C)c1S(=O)(=O)NCC(=O)NCc1ccccc1Cl | -0.9% | 33%[activator] | -4%[10.9 µM] | 4%
Cc1nn2c(=O)cc(COC(=O)C(c3ccccc3)c3ccccc3)nc2s1 | -0.6% | -8% | -8%[10.9 µM] | 9%
O=C(NCc1ccc2c(c1)CCN2C(=O)c1ccccc1)Nc1cc(F)ccc1F | 1.6% | -16% | 9%[10.9 µM] | 3%
Cc1ccc(NC(=O)COC(=O)CN2CSCC2=O)cc1C | -1.7% | -6% | 4% | 3%
Cc1cc(SCC(N)=O)nc(SCC(=O)c2ccccc2)n1 | 0.1% | 4% | -2% | 4%
Cc1nn(C)c(C(=O)Nc2ccc(S(=O)(=O)NC34CC5CC(CC(C5)C3)C4)cc2)c1Br | / | 24% | / | -3%
C/C(CC1CC(C)(C)OC1=O)=N/Nc1nc(-c2ccccc2)cs1 (configuration not stated) | / | 11% | / | -7%
CS(=O)(=O)N1CCCC(C(=O)NCCCN2CCc3ccccc3C2)C1 (configuration not stated) | -1.0% | -5% | -7% | 0%
COc1ccccc1C1CC(=O)Nc2cc3c(cc21)OCCO3 (configuration not stated) | 8.8% | 21% | -30% | 10%
O=C(O)C(c1ccccc1)C1(O)CCCC1 (configuration not stated) | -0.2% | 4% | 4% | 1%
Cc1nn(CC(=O)NCCc2ccc(Cl)cc2Cl)c(C)c1[N+](=O)[O-] | / | ? | / | 4%
CC1=C(C(=O)Nc2ccc(C)cc2C)C(c2ccccc2)n2nc(SCC(=O)c3ccc(C)cc3)nc2N1 (configuration not stated) | -3.5% | 44%[activator] | -6%[10.9 µM] | -1%
CCCNC(=O)C(=O)NCC(c1ccc2c(c1)OCO2)N1CCOCC1 (configuration not stated) | -2.1% | -9% | -10%[10.9 µM] | 12%
Cn1c(SCC(N)=O)nnc1C1CCN(C(=O)NCc2ccccc2)CC1 | 1.0% | 9% | -6% | 5%
Cc1ccc(F)cc1NC(=O)Cn1c(C)cc(C)c(C#N)c1=O | 0.2% | 21% | -8%[10.9 µM] | -1%
CN(C)S(=O)(=O)c1ccc(S(=O)(=O)N(CC(=O)Nc2ccccc2)CC2CCCO2)cc1 (configuration not stated) | 0.9% | -6% | / | -7%
Cn1c(=O)c2c(ncn2CCCc2ccccc2)n(C)c1=O | -0.5% | -2% | -5% | -12%
CCOc1ccccc1-n1c(COc2ccccc2)nnc1SCC(N)=O | 14% | -3% | -11% | 3%
O=C(Cn1cc2c(n1)CCCC2)NCCCN1CCN(c2ccccc2F)CC1 | -1.9% | 5% | -13% | 0%
CC(=O)C1C(c2ccc(F)c(F)c2)NC(=O)NC1(O)C(F)(F)F (configuration not stated) | -0.9% | -6% | -1% | -4%
CC(C)Sc1ncc(Cl)c(C(=O)Nc2ccc(S(=O)(=O)N3CCCCC3)cc2)n1 | ? | -33% | 8%[10.9 µM] | 13%
O=C(CCSc1ccccc1)NC1CCCC1 | 0.3% | 4% | 11% | -8%
O=C(CCCc1nc(-c2ccc(Cl)cc2)no1)Nc1cccnc1 | 7.6% | -4% | -16% | -9%
CC(=O)Nc1nc2ccccc2n1CCN1CCOCC1 | 1.0% | 5% | -11% | -10%
CCOC(=O)Cn1nnnc1C(CC)N(Cc1cccs1)Cc1cc2ccc(OC)cc2[nH]c1=O (configuration not stated) | ? | -16% | -5% | 8%
C=CCn1c(CNC(=O)c2ccccc2C)nnc1SCC(=O)NC1CCCC1 | 1.5% | 20% | -12% | 10%
Cc1oc2c(C)c3oc(=O)c(CC(=O)N4CCCCC4)c(C)c3cc2c1C | ? | -25% | -7%[10.9 µM] | 3%
Cc1ccc(CNC(=O)CCCc2nnc3n(CC(C)C)c(=O)c4sccc4n23)cc1 | 1.3% | -5% | -11%[10.9 µM] | -6%
Cn1c(=O)c2c(ncn2CC(=O)Nc2cccc(Cl)c2Cl)n(C)c1=O | -1.7% | -10% | 12%[10.9 µM] | -4%
CN(C(=O)CSc1nc2ccc(NC(=O)COc3ccc(F)cc3)cc2s1)c1ccccc1 | ? | ? | -16%[10.9 µM] | 0%
COc1ccc(OC)c(-c2cc(C(=O)NCc3ccc(Cl)cc3)no2)c1 | -0.1% | 4% | -6%[10.9 µM] | 6%
COc1ccccc1Nc1nc(C)cc(C)c1C(N)=O | -1.0% | 11% | 0% | 6%
O=C(Cn1ccsc1=NC(=O)c1ccco1)c1ccccc1 | 1.4% | 4% | 1% | -4%
COc1ccc(S(=O)(=O)Nc2cc3c(C(=O)OC(C)C)c(C)oc3c3ccccc23)cc1 | 8.2% | -10% | -12%[10.9 µM] | 13%
C=CC1=C(C)C2=Cc3c(C=C)c(C)c4[n]3[Sn+2][n]3c(c(C)c(CCC(=O)O)c3=CC3=NC(=C4)C(C)=C3CCC(=O)O)=CC1=N2 | -0.1% | -12% | -10% | -7%
COc1ccc(NC(=O)CC2SC(=Nc3ccccc3)NC2=O)c(OC)c1 (configuration not stated) | ? | 10% | -8% | -4%
CN1C[C@H](C(=O)N[C@]2(C)O[C@@]3(O)[C@H]4CCCN4C(=O)[C@H](Cc4ccccc4)N3C2=O)C[C@H]2c3cccc4[nH]cc(c34)C[C@@H]21 | 0.5% | -11% | 2% | 6%

A draw from above in order of formula weight, lowest first:
SMILES | IkB sig inh | p53ts 39C kill | Peg3 imprint | p53ts 32C kill
CC1(C)CC(=O)c2cnn(-c3nc4ccccc4[nH]3)c2C1 | 2.9% | -3% | -5% | 8%
COc1ccc(NC(=O)CC2SC(=Nc3ccccc3)NC2=O)c(OC)c1 (configuration not stated) | ? | 10% | -8% | -4%
CCCCn1c(CN2CCN(c3cccc(Cl)c3)CC2)nc2c1c(=O)[nH]c(=O)n2C | 4.4% | -20% | -13% | -5%
